Pol kappa inh – blocks human DNA polymerase kappa activity; purified Pol kappa, fluorescent DNA synthesis assay, 10 min; Potency, µM (titrated, usually from 107 µM), for the others: top-dose activity, negative = inhibition, usual class: inhibitors; AID 588579; 400,000 tested, 0.53% active; Q9UBT6; also: potency is read from the fitted curve at half-maximal effect; % is scaled to controls: 0 for no effect and ±100 for the full control effect
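Kinetic fluorescence screen: compound preincubated 15 min RT with 10 nM enzyme; 50 nM substrate (final) initiates; reads at 0/10 min.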
POLB inh – inhibitors of human DNA polymerase beta; 340,000 tested, 1.3% active; Potency, µM (series often up to 114 µM), for inactives: top-dose activity change, negative = inhibition, most hits filed as inhibitors; AID 485314; Pol beta primer extension/strand displacement, fluorescence kinetic; P06746; also: potency is read from the fitted curve at half-maximal effect; % is scaled to controls: 0 for no effect and ±100 for the full control effect
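Curves were derived by four-parameter Hill fits of normalized qHTS data. The kinetic fluorescent primer-extension read was taken at 0 and 10 min after 50 nM substrate, following a 15 min room-temperature preincubation of 10 nM enzyme with compounds.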
Pol eta inh – inhibitors of human DNA polymerase eta; recombinant Pol eta, fluorescent DNA replication assay; Potency, µM (doses to about 114 µM), without a hit: at the highest dose activity change, negative = inhibition, most hits filed as inhibitors; 390,000 tested, 1.2% active; AID 588591; also: potency is read from the fitted curve at half-maximal effect; % is scaled to controls: 0 for no effect and ±100 for the full control effect
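Pol eta (10 nM) was preincubated with compounds for 15 min at room temperature, after which fluorescent replication substrate (50 nM final) was added to start the reaction. Fluorescence was read kinetically at 0 and 10 min.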
ERG Ets-DNA blk – inhibitors of human ERG Ets domain-DNA interaction; AID 624246; Potency, µM (doses to about 76.9 µM), for inactives: top-dose FP activity, negative = inhibition, actives largely listed as inhibitors; 370,000 tested, 0.028% active; fluorescence polarization, His-ERG Ets domain / labelled DNA; P11308; active = well fitted inhibition curve with a large enough effect in the polarisation, with a control signal flat; inconclusive = small, poorly fitted or top-dose-only effect, or effect the other way, or a change in a side signal; inactive = no such curve, though single readings can be large or run the other way; the % refers to the polarisation;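 also: polarization taken with two DNA probes labelled with fluorescein and Texas red; potency is read from the fitted curve at half-maximal effect; % of control where 0% means no effect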
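His-tagged ERG Ets domain (1 uM in the protein solution; 300mM KCl, 50mM Tris-HCl, 1mM EDTA, 1mM DTT, pH 7.5) received compound, then a probe mix of 5 nM fluorescein-DNA and 100nM Texas-615-DNA. Fluorescence polarization was read for both dyes.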
RGS4 inhibitor – inhibitors of human regulator of G protein signaling 4. P49798. Transcreener GDP fluorescence polarization, RGS4-accelerated GTP hydrolysis. Potency, µM (top dose mostly 114 µM), for inactives: at the top dose activity change, negative = inhibition, usual class: inhibitors. 390,000 tested, 0.039% active. AID 504845; also: potency is read from the fitted curve at half-maximal effect; % is scaled to controls: 0 for no effect and ±100 for the full control effect; nearly all actives have a fitted effect of over 75% in size; some results filed as inactive show a strong effect at the top dose
Target sequence (P49798 whole entry, looked up): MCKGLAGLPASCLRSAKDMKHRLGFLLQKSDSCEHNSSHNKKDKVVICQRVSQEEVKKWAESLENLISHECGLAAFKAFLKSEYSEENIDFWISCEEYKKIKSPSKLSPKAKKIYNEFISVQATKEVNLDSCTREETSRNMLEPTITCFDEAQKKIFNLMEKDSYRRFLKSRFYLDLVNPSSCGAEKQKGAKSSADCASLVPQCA
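MLSMR compounds (23 nl, pin-transferred) preincubated 10 min at room temperature with a 500nM (2x) first reagent, then RGS4 at 900nM (2x) plus Transcreener GDP mix added; fluorescence polarization (620/688 nm) read before and after 90 min at 30 °C.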
APE1 inh – inhibitors of human APE1 endonuclease | recombinant APE1, TAMRA/BHQ-2 abasic DNA cleavage fluorescence | P27695 | Potency, µM (doses to about 65.8 µM), for inactives: at the top dose activity change, negative = inhibition, most hits filed as inhibitors | 350,000 tested, 0.35% active;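 also: potency is read from the fitted curve at half-maximal effect; plate controls were vehicle for no effect and reference inhibitor for full effect; nearly all actives have a fitted effect of over 55% in size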
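Kinetic fluorescence read (525 ex/598 em nm, three reads 60 s apart) of AP-site incision; signal = third minus first read. Enzyme 0.75 nM, dual-labelled THF duplex 50 nM, compound preincubation 15 min RT.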
ALOX12 inh – ALOX12 (human) lipoxygenase inhibition | P18054 | purified 12hLO, xylenol orange hydroperoxide absorbance | Potency, µM (top dose mostly 108 µM), for the others: at the top dose activity change, negative = inhibition, actives largely listed as inhibitors | 580,000 tested, 1.1% active | AID 1671190; also: potency is read from the fitted curve at half-maximal effect; % is scaled to controls: 0 for no effect and ±100 for the full control effect
Target sequence (P18054 whole entry, looked up): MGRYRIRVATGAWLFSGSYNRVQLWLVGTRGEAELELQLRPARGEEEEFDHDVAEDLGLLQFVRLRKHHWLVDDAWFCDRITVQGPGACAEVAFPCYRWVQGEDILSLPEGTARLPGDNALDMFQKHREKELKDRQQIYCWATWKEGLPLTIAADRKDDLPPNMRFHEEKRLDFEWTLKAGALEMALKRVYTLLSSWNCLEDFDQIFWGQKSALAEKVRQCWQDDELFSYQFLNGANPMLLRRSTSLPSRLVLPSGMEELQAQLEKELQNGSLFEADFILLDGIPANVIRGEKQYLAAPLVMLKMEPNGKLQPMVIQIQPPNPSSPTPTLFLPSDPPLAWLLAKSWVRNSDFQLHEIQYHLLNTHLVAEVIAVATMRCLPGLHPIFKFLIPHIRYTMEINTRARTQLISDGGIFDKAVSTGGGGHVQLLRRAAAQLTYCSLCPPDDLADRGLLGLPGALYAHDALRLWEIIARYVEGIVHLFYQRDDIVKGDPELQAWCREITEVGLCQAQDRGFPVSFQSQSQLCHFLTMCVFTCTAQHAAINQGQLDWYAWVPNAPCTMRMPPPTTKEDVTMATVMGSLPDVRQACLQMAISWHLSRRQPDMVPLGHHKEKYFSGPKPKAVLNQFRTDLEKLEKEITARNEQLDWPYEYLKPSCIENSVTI
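Purified human 12hLO at 150 nM in 25 mM Hepes, 0.01% Triton X-100, pH 7.0, preincubated 15 min at room temperature with compound. Reaction started with 40 uM arachidonic acid, 30 min at room temperature. Hydroperoxide measured by Fe-xylenol orange, 573/405 nm absorbance ratio.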
Apoferritin bind – binds horse apoferritin like a general anesthetic; AID 485281; 350,000 tested, 0.074% active; apoferritin/1-aminoanthracene competitive binding, fluorescence; P02791; Potency, µM (titrated, usually from 77.5 µM), for inactives: at the top dose activity change, negative = displacement, hits mostly inhibitors; also: potency is read from the fitted curve at half-maximal effect; % is scaled to controls: 0 for no effect and ±100 for the full control effect; nearly all actives have a fitted effect of over 20% in size
Target sequence (P02791 2-175 limits assumed): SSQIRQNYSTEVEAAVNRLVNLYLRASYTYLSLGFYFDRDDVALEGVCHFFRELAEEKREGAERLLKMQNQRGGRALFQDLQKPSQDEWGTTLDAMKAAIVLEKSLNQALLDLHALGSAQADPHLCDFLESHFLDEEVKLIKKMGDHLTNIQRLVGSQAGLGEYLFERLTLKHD
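In PBS, apoferritin at 10 uM is loaded with 1-AMA from a 50% saturated solution. After 10 min of compound exposure at ambient temperature, reduced 535 nm fluorescence indicates probe displacement.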
LDHA inh – blocks human lactate dehydrogenase A; P00338; activity change, % (values are at about 110 or 230 µM); purified LDHA, NADH/diaphorase-resazurin fluorescence; stronger effect = lower value; 480,000 tested, 0.15% active; in the data active = activity change below about -30%; inconclusive = mostly about -25% to -30%;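 also: plate controls were DMSO wells for no effect and wells without enzyme for full effect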
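Enzyme activity of human lactate dehydrogenase 5 (2 nM; 0.06 mM NADH, 0.2 mM pyruvate, 5 min, RT) is measured via a resazurin/diaphorase fluorescence readout of residual NADH.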
Numbers without * were called inactive; u = inconclusive; x = not tested or not shown; & = joins results of further samples; [ ] = remark or other dose. Unless noted, calls follow the shape of the dose curve; as a rule, active = well fitted curve in the direction sought with a large enough effect; inconclusive = small, poorly fitted or top-dose-only effect, or another doubt; inactive = no such curve, though single readings can be large; an effect the other way counts as inactive or inconclusive.

SMILES | Pol kappa inh | POLB inh | Pol eta inh | ERG Ets-DNA blk | RGS4 inhibitor | APE1 inh | ALOX12 inh | Apoferritin bind | LDHA inh
COc1cc2c(cc1OC)C(O)C(O)(CO)C(C(=O)O)C2c1cc(OC)c(OC)c(OC)c1 (centres undefined) | 2% | x | -17% | 9% | -2% | x | -16% | x | -5
CCN(CC)S(=O)(=O)c1ccc(N2CCOCC2)c(NC(=O)c2ccccc2)c1 | -10% | -2% | -14% | -8% | -26% | 15% | 7% | -12% | -3
O=C(CCC(=O)Nc1ccccc1)NNC(=O)c1ccco1 | -12% | -3% | -3% | -4% | 12% | -2% | 2% | -3% | -3
Cc1ncc([N+](=O)[O-])n1CC(C)O (centres undefined) | -20% | -1%&30% | -7% | 0% | 12% | -1%&-4%&-4% | u | -7%&2%&-4% | -12
O=C(Nc1cccc(S(=O)(=O)N2CCCCC2)c1)c1cncc(Br)c1 | -9% | x | -12% | 2% | 33% | -16% | 25% | x | -17
COC(=O)c1sccc1S(=O)(=O)N(CC(=O)Nc1ccc(C)c(F)c1)c1ccc(C)c(C)c1 | -2% | 0% | -16% | 2% | -3% | x | 0%&-25% | -15% | 4&1
O=C(NCCc1cccc(F)c1)C1CCCN(c2nc3ccccc3s2)C1 (centres undefined) | 3% | -1% | -4% | -3% | 11% | -11% | -12% | -12% | -5
Cc1c(C(=O)O)oc2c1ccc1ccccc12 | -11% | -4% | 4% | -14% | 5% | 0% | 36%[activator] | -10% | -4
O=S1(=O)CCOC[C@H](CC2CCCCC2)N1Cc1ccc(Cl)cc1 | -9%&-23% | 1% | -12% | -13% | 14% | -11% | 12% | -6% | -12
COc1ccc(CCC(=O)N2CCCC(Nc3ccc(C)c(C)c3)C2)cc1OC (centres undefined) | -1% | 7% | 1% | 29% | -20%[56.9 µM] | 15% | -16% | -6% | 1
O=C(Nc1ccc(Cl)c([N+](=O)[O-])c1)c1ccncc1 | -8% | 9% | -17% | 1% | u | -2% | -4% | -14% | -7
CC(C)(C)c1ccc(OCCCC(=O)NNC(=O)c2ccccc2O)cc1 | -2% | x | -5% | 1% | -10% | -3% | u | x | -3
N#CCCn1cc(/C=C(\C#N)c2nc3ccccc3s2)c(-c2ccc(F)cc2)n1 | 1% | 7% | -14% | 1% | 2% | -6% | 9% | 3% | -6
Cn1ncc(C#N)c1/N=C/N(Cc1ccccc1)Cc1ccccc1 | -15% | -10% | 0% | 3% | -36% | -2% | 17% | 5% | -2
CCCNC(=O)CSc1nc2ccccc2nc1Cc1ccc(Cl)cc1 | -4%[60.1 µM] | 13% | -6% | -3% | 8% | x | -21% | 55%[activator] | -3
CCOc1ccc(NC(=O)COC(=O)c2ccc3c(c2)OCCO3)cc1 | -12% | x | -17% | 1% | -4% | 5% | -1% | x | -3
CC(OC(=O)C1CCC1)C(=O)Nc1cc(Cl)cc(Cl)c1 (centres undefined) | -20% | x | -18% | -5% | -3% | -19% | -19% | x | -5
Cc1cc(=O)n2nc(N3CCCC(C(=O)NCCC4=CCCCC4)C3)sc2n1 (centres undefined) | 1% | -26% | -9% | -4% | 14% | 3% | 61%[activator] | -4% | -6
CC(=O)Nc1nonc1NC(=O)COc1ccccc1 | -14% | 22% | -10% | u | 7% | -3% | -4% | -6% | -7
CC(=O)C1=C(C)NC(=O)NC1c1ccccc1 (centres undefined) | 4% | -3% | -9% | 3% | -5% | 1% | 0% | -10% | -4
COC(=O)C1=C(c2ccccc2)c2ccccc2S(=O)(=O)N1CC(=O)Nc1ccc(OC)cc1OC | 6% | 0% | -13% | -4% | -15% | x | -10% | u | 3
Cc1cccc(NC(=O)Cc2coc3ccc4ccccc4c23)n1 | 0% | 6% | -17% | -1% | -23% | -12% | u | -12% | 3
O=C(c1ccc(S(=O)(=O)Nc2ccccc2F)cc1)N1CCN(c2ccccc2O)CC1 | -1% | x | -11% | -1% | -17% | 19% | 2% | x | 3
Brc1ccc(CSc2nnc(-c3ccccn3)n2Cc2ccco2)cc1 | -5% | 3% | -6% | 7% | -20% | u | 5% | 2% | 2
CCc1nnc(NS(=O)(=O)c2ccc(NC(=S)NC(=O)c3ccc(Br)cc3)cc2)s1 | -14% | 3% | u | 5% | u | 0% | 5.6µM* | -10% | -8
Cc1cc(NC(=O)CCC2CCCCC2)no1 | -14% | 49% | 5% | 16% | 14% | 13% | 0% | u | 5
COc1ccccc1N1CC(C(=O)Nc2nnc(SCc3cccnc3)s2)CC1=O (centres undefined) | -26% | 1% | -1% | -1% | -7% | -15% | -23% | -23% | -7
Cc1cccc(C(=O)NC(=S)NNC(=O)c2ccccc2Cl)c1 | -13% | 6% | -17% | 1% | u | -1% | 40µM* | -1% | -9
CCn1c(CNc2ccc(Cl)cc2)nnc1SCC(=O)OC1CCCCC1 | -21% | -9% | -1% | -2% | 25% | -1% | u | u | 2
O=C(NC1CCCC1)C1CCC(CNS(=O)(=O)c2cccs2)CC1 (centres undefined) | -4% | 1% | -15% | u | 25% | -2% | -12% | -10% | -9
CCCCOC(=O)c1ccc(NC(=O)c2ccc3c(c2)CCN3S(C)(=O)=O)cc1 | -11% | 6% | -21% | 5% | 12% | x | -4% | -8% | -1
COc1cc(NC(=O)c2ccc(Br)cc2)ccc1NC(=O)c1cc2ccccc2o1 | 6% | 24% | -2% | 4% | -12% | 9% | -1% | 5% | -5
Cc1cc(=O)[nH]c2nnc(SCC(=O)Nc3cc(C(F)(F)F)ccc3Cl)n12 | -2%[60.1 µM] | 6% | -16% | 2% | -33% | x | -23% | 36%[activator] | 0
CN1CCN(C(=O)c2ccc(CNS(=O)(=O)c3ccc(F)c(Cl)c3)cc2)CC1 | -7% | -21% | 6% | 3% | 27% | -25% | -4% | -3% | 0
CCOC(=O)c1ccc(NC(=O)CCOc2ccccc2)cc1 | -4% | 1% | -9% | 1% | -33% | 5% | -11% | -14% | 1
O=C(CSc1nc(=O)[nH]c2c1CCCC2)NCc1ccc(Cl)cc1 | -2%[60.1 µM] | 1% | -4% | 5% | -7% | x | u | -11% | -3
O=C(Nc1nnc(C2CC2)s1)c1cccc(S(=O)(=O)N2CCc3ccccc32)c1 | 1% | u | 8% | 2% | 12% | -5% | 21% | 2% | -11
c1ccc2c(-c3cc(C4CCNCC4)[nH]n3)cccc2c1 | -17% | 18% | -13% | -4% | -21% | -1% | -8% | -4% | -1
C=CCSc1ccsc1C(=O)O | 6% | 2% | -14% | 0% | -34% | 2% | 1% | -12% | 4
O=C(Nc1ccccc1)N1C(=O)C2(OCCO2)c2ccccc21 | 1% | -17% | -9% | -12% | -8% | 3% | 0% | 5% | -7

The final 3 entries of the section above are carried over, then new ones follow.
SMILES | Pol kappa inh | POLB inh | Pol eta inh | ERG Ets-DNA blk | RGS4 inhibitor | APE1 inh | ALOX12 inh | Apoferritin bind | LDHA inh
c1ccc2c(-c3cc(C4CCNCC4)[nH]n3)cccc2c1 | -17% | 18% | -13% | -4% | -21% | -1% | -8% | -4% | -1
C=CCSc1ccsc1C(=O)O | 6% | 2% | -14% | 0% | -34% | 2% | 1% | -12% | 4
O=C(Nc1ccccc1)N1C(=O)C2(OCCO2)c2ccccc21 | 1% | -17% | -9% | -12% | -8% | 3% | 0% | 5% | -7
CCOc1cc(N2CCOCC2)c(OCC)cc1NC(=O)c1ccc(OCc2c(C)noc2C)c(OC)c1 | -6% | 5% | -5% | 10% | 4% | 5% | -22% | -1% | 3
Cc1ccc(CNS(=O)(=O)c2ccc(-c3cc(C(F)(F)F)on3)s2)cc1 | -18% | -27% | -11% | -6% | -12% | x | u | -6% | -4
O=C1C2CC=CCC2C(=O)N1c1ccc(NCCc2cccc(F)c2)c([N+](=O)[O-])c1 (centres undefined) | 2% | 16% | -5% | -14% | -27% | 8% | -1% | 3% | -1
COc1ccnc(Oc2ccc(F)cc2)c1-c1ncn[nH]1 | 5% | 1% | 2% | 5% | -1% | -7% | 20% | 1% | 1
COc1cccc2cc(C(=O)C3=C(O)C(=O)N(CCN4CCOCC4)C3c3ccc(C)o3)oc12 (centres undefined) | -6% | 33% | -5% | 7% | -16% | 57%[activator] | u | -13% | 2
CCOc1ccc(C(=O)Nc2ccc(-c3nnc4n3CCCCC4)cc2)cc1OCC | -14% | -23% | -2% | 9% | -3% | x | -7% | -9% | 0
CCOC1=NN(c2ccccc2)C(=O)/C1=C\N(C)C | -14% | 6% | 2% | 0% | -13% | 0% | -23% | 1% | -3
CCC(CC)NCCOC(=O)c1ccc([N+](=O)[O-])cc1 | -12% | -4% | -1% | -11% | 28% | -3% | 0% | 5% | 2
COc1ccc(Nc2cc(C)c3cc(NC(=O)Cc4c(F)cccc4Cl)ccc3n2)cc1 | 5% | -2% | -19% | -16% | -10% | x | u | 212%[activator] | -4
COc1ccc(CNC(=O)Cn2cc([N+](=O)[O-])nc2C)cc1 | -13% | 21% | -6% | -9% | -16% | 19% | 3% | -3% | -4
Cc1cccc(CN2CCC(CNC(=O)Cn3ncc4c([nH]c5ccccc54)c3=O)CC2)c1 | u | 14% | -1% | 7% | 12%[56.9 µM] | 11% | -7% | 0% | 0

This is a subset; the hit share may differ from the screen's.
